# Screens as filed in PubChem.
# bIAP inhibitor: blocks bovine intestinal alkaline phosphatase activity; purified bovine IAP, CDP-star luminescence, 30 min; inhibition, % at 20 µM; 190,000 tested, under 10 active;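 active means over 50% inhibition of intestinal alkaline phosphatase at 20 µM in the single-dose screen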
#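 test system = bovine IAP enzyme | medium = DEA buffer 100 mM, pH 9.8, with MgCl2 1.0 mM, ZnCl2 0.02 mM | detection = luminescence | dosing = single compound dose of 20 µM, 2% DMSO final | incubation = 30 min reaction at room temperature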
# PPARg SRC3 recr: promotes SRC-3 coactivator recruitment by human PPARgamma | biochemical PPARgamma/SRC-3 coactivator recruitment assay | activation, % at 8 µM | hit rate 0.26% among 200,000 | AID 731; in the data active means activation above about 23%;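 further: 0% = DMSO and 100% = reference agonist; some compounds past the cut are filed as inactive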
# S1P3 antag: antagonists of human S1P3 receptor. CHO S1P3 NFAT-BLA reporter, FRET fluorescence, antagonist mode. hit rate 0.27% among 170,000. AID 485. inhibition, % at 4.98 µM;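 active means inhibition above the plate cutoff, the mean inhibition of test wells on that plate plus 3 SD, cut at about 28% in these data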;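 further: cells challenged with S1P at its EC80 of 0.8 µM; blue over green emission ratio from cleaved BLA substrate after 4 h stimulation; 0% = S1P-stimulated wells and 100% = unstimulated DMSO-only wells; some compounds past the cut are filed as inactive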
# Target sequence (Q99500 whole entry, looked up): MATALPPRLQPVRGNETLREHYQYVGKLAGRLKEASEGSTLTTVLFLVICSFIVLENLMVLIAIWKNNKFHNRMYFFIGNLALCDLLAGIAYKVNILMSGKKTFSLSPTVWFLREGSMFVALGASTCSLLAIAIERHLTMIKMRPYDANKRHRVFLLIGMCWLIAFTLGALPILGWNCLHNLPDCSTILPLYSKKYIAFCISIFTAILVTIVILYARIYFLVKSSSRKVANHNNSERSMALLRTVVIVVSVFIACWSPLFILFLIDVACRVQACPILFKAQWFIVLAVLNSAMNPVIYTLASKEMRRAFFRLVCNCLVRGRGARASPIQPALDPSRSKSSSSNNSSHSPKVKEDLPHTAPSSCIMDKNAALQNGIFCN
# PPARg SRC-1 ag: promotes SRC-1 coactivator recruitment by human PPARgamma; P37231; PPARgamma-SRC-1 coactivator recruitment biochemical assay; activation, % at 8 µM; hit rate 0.41% among 200,000; AID 631; in the data active means activation above about 19%;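 further: 0% = DMSO and 100% = reference agonist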
# Lmaj promast: Leishmania major promastigote growth inhibition. AID 1063. inhibition, % at 10 µM. Leishmania major promastigotes, resazurin fluorescence viability. hit rate 9% among 200,000; in the data active means inhibition above about 50%;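 further: promastigotes grown with compound for 44 hours at 28 °C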
# Redox H2O2 prof: compounds producing H2O2 with reducing agent – biochemical, NIH compound library profiling, artefact control for MLSCN library redox annotation, primary screen; DTT-dependent redox cycling H2O2, phenol red/HRP absorbance; 100% = 100 µM peroxide control, 0% = buffer; activation, % at 10 µM; hit rate 0.03% among 200,000;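 active means activation of at least 50% relative to the plate's high and low controls in the primary single-dose screen; inactive means activation below 50%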;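 further: compound incubated with DTT at 0.8 mM final as the reducing agent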
# HMGR II inh: E. faecalis class II HMG-CoA reductase inhibition | purified E. faecalis HMGR, NADPH absorbance 340 nm kinetic | inhibition, % at 10 µM | hit rate 0.41% among 190,000;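 active means inhibition above a set limit, the median over all tested compounds plus 3 SD, cut at about 9.5% in these data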;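 further: enzyme runs in reverse so mevalonate oxidation gives rising NADPH absorbance; 0% = complete reaction with DMSO and 100% = background rate lacking mevalonate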
# SRC2 TRFRET art: TR-FRET artefact, counter-screen to PPARgamma/SRC-2 agonist assay; stronger effect = higher value; TR-FRET ratio at 8 µM; hit rate 0.4% among 200,000; AID 1049; in the data active means TR-FRET ratio above about 2000; further: inactives centre near 1500
# PPARg SRC-2 ag: agonists of SRC-2 recruitment by human PPARgamma; hit rate 0.34% among 200,000; P37231; activation, % at 8 µM; PPARgamma LBD-SRC-2 recruitment, biochemical; in the data active means activation above about 22%;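 further: 0% = vehicle and 100% = reference agonist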
# RAM inhibit: yeast RAM network inhibition. hit rate 1.8% among 190,000. AID 868. inhibition, % at 50 µM. S. cerevisiae dse1pr::URA3 reporter, 5-FOA growth OD615, 2 d; analog-sensitive cbk1-as2 kinase mutant strain;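 active means inhibition above a set limit, 3 SD over mean compound inhibition, cut at about 8.4% in these data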;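 further: 0% = DMSO-only wells with no growth and 100% = 10 µM 1-NA-PP1 full growth; inhibition rescues growth on 5-FOA so higher OD means more RAM inhibition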
# ROMK primary: modulators of human ROMK potassium channel. P48048. Tet-inducible ROMK, thallium flux fluorescence; actives lie on both sides. B-score at 10 µM. hit rate 2% among 130,000. AID 1918;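 active means signal ratio slope over the read window, or its plate-corrected B-score, at least 3 SD from the plate mean, either direction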;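 further: B-score of the F/F0 ratio slope over 7 to 12 s after thallium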
# Target sequence (P48048 whole entry, looked up): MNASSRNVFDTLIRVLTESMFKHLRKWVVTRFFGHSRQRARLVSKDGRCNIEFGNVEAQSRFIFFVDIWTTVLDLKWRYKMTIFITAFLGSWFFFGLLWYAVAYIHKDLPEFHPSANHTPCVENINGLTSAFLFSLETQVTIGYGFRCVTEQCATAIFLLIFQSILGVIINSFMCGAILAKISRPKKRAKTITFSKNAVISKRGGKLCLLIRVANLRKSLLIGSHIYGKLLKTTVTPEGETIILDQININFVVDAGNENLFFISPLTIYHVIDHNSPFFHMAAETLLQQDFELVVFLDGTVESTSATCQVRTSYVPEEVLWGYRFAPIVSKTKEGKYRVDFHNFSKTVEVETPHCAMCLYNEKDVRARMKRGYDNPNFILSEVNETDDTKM
# * marks the source's active call; other numbers are inactive results; · = not tested or not shown.
# Second line of a record: Redox H2O2 prof	HMGR II inh	ROMK primary	PPARg SRC-2 ag	RAM inhibit	S1P3 antag	SRC2 TRFRET art	bIAP inhibitor	PPARg SRC-1 ag	Lmaj promast	PPARg SRC3 recr
> COc1cccc2c(=O)n(CC(=O)Nc3cccc(F)c3)ccc12
    0.0	0	·	2	1.7	-21	1658	10	3	-8	1
> CCOC(=O)C1=C(O)/C(=C/c2ccc(-c3ccccc3C(=O)O)o2)SC1=Nc1ccc(OC)cc1
    2.7	2	-1.9	0	0.0	·	1397	15	7	8	5
> CCN1CCc2nc(SCC(=O)Nc3ccc(OC)cc3)c(C#N)cc2C1
    0.7	-3	1.2	11	1.6	14	1602	2	9	-2	-1
> O=C(O)[C@H]1CCCC[C@H]1C(=O)Nc1ccc(Nc2ccccc2)cc1
    1.8	-4	·	27*	-0.4	·	1526	19	7	-5	24
> COc1ccc(Cc2noc(-c3ccc(OC)c(OC)c3)n2)cc1OC
    0.8	1	·	4	-0.5	-15	1425	-2	-7	12	1
> O=C(NC(Cc1ccccc1)c1nc2ccccc2[nH]1)c1ccc(Cl)c([N+](=O)[O-])c1 (stereo not drawn)
    0.3	3	·	5	0.0	-2	1591	41	10	41	2
> CCC(C)C(NC=C1C(=O)OC(C)(C)OC1=O)C(=O)O (stereo not drawn)
    0.1	-4	-0.063	3	1.3	·	1490	15	1	4	2
> Cc1cc(C)c(OCCCCN(C)C)c(Br)c1
    -0.6	-5	1.6	7	0.7	-19	1621	0	1	85*	0
> CC(C)(C)C1CCC(C(=O)OCC(=O)c2ccc[nH]2)CC1 (stereo not drawn)
    0.0	-8	·	-1	1.4	2	1504	40	1	57*	0
> CCOc1ncccc1C(=O)OCCN1C(=O)c2ccccc2C1=O
    -2.0	1	·	2	0.2	11	1526	8	5	-4	-1
> CCSc1nnc(NC(=O)[C@H](C)NC(=O)c2ccccc2Cl)s1
    0.5	-1	-0.52	4	1.8	9	1465	1	5	0	-2
> Cc1ccc2c(c1)nc(-n1nc(C)cc1C)c1nnnn12
    0.0	2	·	9	1.6	-9	1460	4	4	7	2
> Cc1ccc(CNC(=O)C(NS(=O)(=O)c2cccc3nsnc23)c2ccccc2)cc1 (stereo not drawn)
    0.1	-5	-0.71	7	1.3	-10	1402	2	7	46	5
> Cn1c(=O)c2c(nc(SCc3nn[nH]n3)n2Cc2ccccc2F)n(C)c1=O
    0.3	-4	0.26	-9	10*	1	1570	13	-2	4	-6
> CCNC(=O)c1cc2c(=O)n3cccc(C)c3nc2n(CCc2ccccc2)c1=N
    0.3	-3	-2.4	1	-0.5	·	1419	-2	4	27	-2
> Cc1cccc(/C(N)=N/OC(=O)c2cccs2)c1
    2.3	-1	·	4	-0.8	·	1593	4	0	-4	-9
> Cc1ccc(NC(=O)Cn2nnc3ccccc3c2=O)cc1C
    -1.3	-6	-0.057	6	0.4	-14	1659	-12	4	-11	0
> CC(=O)N1CCCN(Cc2cn(-c3ccc(C)cc3)nc2-c2cccc(C)c2)CC1
    -0.1	-3	-0.18	6	-0.8	-3	1397	-16	-2	6	0
> COc1ccsc1C(=O)Nc1ccc(F)cc1F
    -0.6	-10	-0.32	6	3.7	-15	1520	-12	-1	0	1
> CN1CCN(Cc2nc3c(c(=O)n(C)c(=O)n3C)n2Cc2cccc3ccccc23)CC1
    1.8	-1	·	5	0.1	-6	1400	-3	-4	59*	0
> COC(=O)c1ccc(OC)c(CSc2nnc(COc3ccccc3)o2)c1
    0.2	-14	·	-4	5.2	13	1510	8	-1	1	2
> O=C1CCCC/C1=C/NCc1ccccc1
    -0.9	-2	0.7	2	2.5	-11	1521	12	-1	-7	2
> S=c1[nH]nc(-c2ccco2)n1-c1ccccc1Cl
    -0.6	-3	0.16	6	-0.7	15	1560	3	6	0	6
> COc1cc(C(=O)O)ccc1OCC(=O)N1CCOCC1
    1.9	-1	0.55	-7	1.2	-2	1549	2	5	4	-1
> CNCCCOc1ccc(Cl)cc1C(C)(C)C
    -0.7	0	-3.1	1	-0.4	0	1648	10	6	99*	2
> COc1ccc(S(=O)(=O)Nc2ccc3oc(C)c(C(=O)O)c3c2)cc1
    -0.4	-3	·	2	3.0	-26	1317	12	5	-1	-1
> Cc1ccc(NC(=S)N(Cc2ccco2)C(C)c2cccs2)c(Cl)c1 (stereo not drawn)
    -0.3	2	0.66	-6	6.3	-14	1463	21	-8	36	0
> NC(=O)C1CCCN(CCc2ccccc2)C1 (stereo not drawn)
    -3.4	-2	·	2	1.1	·	1545	-1	2	-5	-7
> COc1cccc(CN2CCC(CO)(CC3CCCCO3)CC2)c1 (stereo not drawn)
    -0.5	-4	-0.0024	-4	0.1	-7	1671	-6	-2	2	2
> Cc1ccc(C(=O)Nc2ccc(Oc3ccc(C(=O)O)c(C(=O)O)c3)cc2)cc1C
    0.2	1	·	22*	0.0	·	1940	-1	6	1	1

# Profiles, looked up by structure:
# `CNCCCOc1ccc(Cl)cc1C(C)(C)C` is listed as Redox H2O2 prof = -0.7; HMGR II inh = 0; ROMK primary = -3.1; PPARg SRC-2 ag = 1; RAM inhibit = -0.4; S1P3 antag = 0; SRC2 TRFRET art = 1648; bIAP inhibitor = 10; PPARg SRC-1 ag = 6; Lmaj promast = 99*; PPARg SRC3 recr = 2
# `S=c1[nH]nc(-c2ccco2)n1-c1ccccc1Cl` is listed as Redox H2O2 prof = -0.6; HMGR II inh = -3; ROMK primary = 0.16; PPARg SRC-2 ag = 6; RAM inhibit = -0.7; S1P3 antag = 15; SRC2 TRFRET art = 1560; bIAP inhibitor = 3; PPARg SRC-1 ag = 6; Lmaj promast = 0; PPARg SRC3 recr = 6

# Shown as a hit in PPARg SRC-2 ag, of those listed so far:
SMILES	Redox H2O2 prof	HMGR II inh	ROMK primary	PPARg SRC-2 ag	RAM inhibit	S1P3 antag	bIAP inhibitor	PPARg SRC-1 ag	PPARg SRC3 recr
O=C(O)[C@H]1CCCC[C@H]1C(=O)Nc1ccc(Nc2ccccc2)cc1	1.8	-4	·	27*	-0.4	·	19	7	24
Cc1ccc(C(=O)Nc2ccc(Oc3ccc(C(=O)O)c(C(=O)O)c3)cc2)cc1C	0.2	1	·	22*	0.0	·	-1	6	1

# Going on with the list.
# Second line of a record: Redox H2O2 prof	HMGR II inh	ROMK primary	PPARg SRC-2 ag	RAM inhibit	S1P3 antag	SRC2 TRFRET art	bIAP inhibitor	PPARg SRC-1 ag	Lmaj promast	PPARg SRC3 recr
> CCC1CCC/C1=N\NC(=O)CCC(=O)Nc1ccccc1Cl (stereo not drawn)
    -0.1	-6	·	7	0.2	0	1528	4	4	-3	-1
> O=C(Nc1ccccc1C(=O)NCc1cccnc1)c1cccc([N+](=O)[O-])c1
    -0.5	4	0.031	-5	-0.1	5	1471	0	-11	4	-1
> C/C(=N/NC(=O)CC1N=C(Cc2ccccc2)NNC1=O)c1cccnc1 (stereo not drawn)
    -1.0	-4	0.2	-6	1.4	-9	1558	-13	4	-4	-6
> CC(NC(=O)C1CCCN(S(=O)(=O)c2cccc3nonc23)C1)c1ccccc1 (stereo not drawn)
    0.0	1	-0.74	4	5.9	·	1418	9	3	22	-10
> O=C(Nc1ccc(S(=O)(=O)N2CCOCC2)cc1)c1ccc2c(c1)S(=O)(=O)c1ccccc1C2=O
    -0.1	0	-0.32	3	7.3	4	1469	-6	3	-4	7
> COc1ccc(OC)c(-n2c(-c3cnccn3)n[nH]c2=S)c1
    0.7	-7	·	12	-0.3	·	1560	3	2	-5	16
> CCOC(=O)C1=C(C)OC(N)=C(C#N)C1c1ccc(OC)c(CSc2ccccn2)c1 (stereo not drawn)
    0.3	0	·	9	4.2	-4	1389	2	1	3	0
> CC(=O)Nc1cccc(/C(C)=N/NC(=O)c2cccs2)c1
    -0.7	3	0.0068	5	0.3	15	1664	31	-2	-3	8
> O=C1CCCCCN1C(=O)c1ccc(C(=O)N2CCCCCC2=O)cc1
    1.6	-2	·	-3	1.6	-3	1445	-1	-2	-9	-2
> CC(C)n1c(C(=O)OCC(=O)NCc2ccc3c(c2)OCO3)cc2sccc21
    -0.3	3	1.6	1	3.4	·	1410	6	-7	-2	-4
> Cc1ccc(-n2c(=O)c3sccc3n(CC(=O)NCc3ccco3)c2=O)cc1
    1.6	4	·	-6	3.5	12	1388	7	-4	0	-14
> COCCCNCCCCOc1c(Cl)cc(C)cc1Br
    0.8	-6	·	6	0.7	·	1744	-6	1	100*	-8
> CC(C)(C)c1ccc(OCc2ccc(C(=O)NCc3cccnc3)o2)cc1
    -0.9	4	-0.078	-5	-1.7	3	1487	-22	-5	8	1
> NS(=O)(=O)c1cc(C(=O)N2CCc3ccccc32)c(Cl)cc1Cl
    0.1	-10	0.61	-1	0.7	·	1473	1	2	-3	-1
> CC1=NN(c2ccc(Cl)cc2)C(=O)C1C(c1ccccc1O)c1c(C)[nH]n(-c2ccc(Cl)cc2)c1=O (stereo not drawn)
    0.3	-2	-0.31	-6	4.8	-6	1461	1	2	25	-3
> COCCCNC(=O)CC1Oc2ccccc2NC1=O (stereo not drawn)
    -0.4	3	·	9	0.8	-25	1532	17	5	-6	-2
> Cc1ccc(NC(=O)c2cnn(-c3ccccc3)c2NC(=O)c2ccco2)cc1C
    -0.2	-3	0.19	-1	3.5	-40	1354	1	-5	-5	-11
> O=C(N/N=C/c1ccncc1)c1ccc(-n2cccc2)cc1
    -0.7	1	0.73	7	1.1	4	1476	8	9	-1	0
> O=C(O)C1CC=CCC1C(=O)NCc1cn2ccccc2n1 (stereo not drawn)
    -1.7	-4	·	5	-0.2	-14	1584	-2	1	-3	8
> Cc1cccc(C)c1NC(=S)N/N=C1\CC2CC=CC12 (stereo not drawn)
    -1.7	3	0.13	6	2.0	-6	1569	-6	0	-3	8
> Cc1ccc(S(=O)(=O)c2nnn(-c3cccc(F)c3)c2N)cc1
    -0.4	-1	-0.11	-4	4.5	-15	1462	16	3	14	0
> COC(=O)c1ccc(Oc2cc(C)nc(NCc3ccccc3)n2)cc1
    1.2	-3	-2.6	-5	1.1	16	1374	9	2	13	-3
> O=C(Nc1ccc(N2CCOCC2)cc1)c1ccccc1SCC(=O)N1CCCC1
    0.0	-1	0.047	1	-0.5	-3	1509	-11	6	-3	-1
> COc1ccccc1OCc1nc(C#N)c(N2CCC(C(N)=O)CC2)o1
    -0.4	-9	-0.54	-8	1.1	7	1493	4	7	-2	9
> CCn1nnnc1-c1ccc(OC)c(S(=O)(=O)Nc2ccc(S(N)(=O)=O)cc2)c1
    -0.2	3	1.6	2	0.0	6	1497	0	1	-2	3
> CS/C(=N\S(=O)(=O)c1cccs1)Nc1ccc(F)cc1
    0.5	2	0.32	3	0.9	-12	1658	13	2	-3	-2

# Some entries already given with just bIAP inhibitor and Redox H2O2 prof:
SMILES | bIAP inhibitor | Redox H2O2 prof
CC1=NN(c2ccc(Cl)cc2)C(=O)C1C(c1ccccc1O)c1c(C)[nH]n(-c2ccc(Cl)cc2)c1=O (stereo not drawn) | 1 | 0.3
O=C(Nc1ccc(S(=O)(=O)N2CCOCC2)cc1)c1ccc2c(c1)S(=O)(=O)c1ccccc1C2=O | -6 | -0.1
